Screens deposited in PubChem BioAssay by National Center for Advancing Translational Sciences (NCATS).
Luc counter = blocks Kinase-Glo luciferase, a counter-screen artifact. Kinase-Glo luciferase, ATP luminescence, 8 min. Potency, µM (series often up to 38.3 µM), inactives show top-dose activity change, negative = inhibition, actives largely listed as inhibitors. hit rate 0.28% among 200,000. AID 1379; note: % is set by controls: 0 for no effect and ±100 for the full control effect; nearly all actives have a fitted effect of over 60% in size
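Inhibition of Kinase-Glo luciferase light generation was assessed at 10 uM ATP in pH 7.2 imidazole buffer, with luminescence measured after eight minutes at ambient temperature.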
NPSR antagonist = neuropeptide S receptor (human) antagonism, cAMP | Q6W5P4 | CHO-NPSR cells, cAMP TR-FRET, antagonist mode | Potency, µM (highest dose often 38.3 µM), for the others: at the highest dose activity change, negative = inhibition, hits mostly inhibitors | hit rate 1% among 220,000 | AID 1461; note: % is set by controls: 0 for no effect and ±100 for the full control effect; nearly all actives have a fitted effect of over 50% in size; many of its hits are not listed in these tables
RGS12 GoLoco inh = RGS12 GoLoco-Gai1 interaction inhibition; P63096; Gai1:RGS12 GoLoco peptide FP, rhodamine, 10 min; Potency, µM (series often up to 61.6 µM), for inactives: at the highest dose activity, negative = inhibition, hits mostly inhibitors; hit rate 0.44% among 230,000; active = well fitted inhibition curve with a large enough effect, not every such curve was filed as active; inactive = no such curve, though single readings can be large or run the other way; note: % is set by controls: 0 for no effect and ±100 for the full control effect; nearly all actives have a fitted effect of over 30% in size; many of its hits are not listed in these tables
Target sequence (P63096 whole entry, looked up): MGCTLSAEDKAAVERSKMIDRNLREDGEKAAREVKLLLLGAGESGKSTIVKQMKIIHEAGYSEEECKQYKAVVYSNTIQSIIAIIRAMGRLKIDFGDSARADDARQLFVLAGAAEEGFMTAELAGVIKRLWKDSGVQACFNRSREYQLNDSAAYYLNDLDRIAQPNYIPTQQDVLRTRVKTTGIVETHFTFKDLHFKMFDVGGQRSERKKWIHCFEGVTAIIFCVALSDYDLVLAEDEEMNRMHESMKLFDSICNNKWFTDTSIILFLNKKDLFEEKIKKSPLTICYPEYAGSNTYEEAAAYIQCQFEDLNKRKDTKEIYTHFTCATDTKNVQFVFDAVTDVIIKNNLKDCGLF
IMPase Li inh = cell-permeable IMPase inhibitors with lithium potentiation; CHO-M1 cells, IP1 TR-FRET (IP-One), carbachol + lithium; Potency, µM (series often up to 59.4 µM), without a hit: at the top dose activity, negative = IMPase inhibition, actives largely listed as inhibitors; hit rate 0.35% among 210,000;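 note: IP1 builds up when IMPase is blocked and the TR-FRET signal falls; plate controls were basal vehicle for no effect and high inhibitor control for full effect; nearly all actives have a fitted effect of over 50% in size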
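Lithium-sensitised IP1 accumulation assay; M1-expressing CHO cells treated 30 min at 37C with compound. Competitive antibody detection by time-resolved FRET followed a 10 min room-temperature lysis step.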
SMN2 splice up = increases expression of the SMN2 splice variant | HEK293 SMN2-luciferase splicing reporter, luminescence, 30-36 h | Potency, µM (doses to about 46.1 µM), for inactives: at the top dose activity change, positive = activation, usual class: activators | hit rate 2.8% among 210,000; note: % of control where 0% means no effect; nearly all actives have a fitted effect of over 55% in size
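qHTS luciferase splicing reporter: luminescence rises when SMN2 exon 7 is included in transfected HEK293 cells. Compound exposure lasted 30-36 h at 37C, with 4.5 mM final sodium butyrate as control, followed by a ONE-Glo read.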
RECQ1 inh = blocks DNA unwinding by human RECQ1; P46063; RECQ1 DNA unwinding, red fluorescence kinetic read; Potency, µM (series often up to 57.3 µM), for the others: at the highest dose activity, negative = inhibition, actives largely listed as inhibitors; hit rate 0.54% among 240,000;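 note: plate controls were vehicle for no effect and no enzyme for full effect; nearly all actives have a fitted effect of over 30% in size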
Target sequence (P46063 whole entry, looked up): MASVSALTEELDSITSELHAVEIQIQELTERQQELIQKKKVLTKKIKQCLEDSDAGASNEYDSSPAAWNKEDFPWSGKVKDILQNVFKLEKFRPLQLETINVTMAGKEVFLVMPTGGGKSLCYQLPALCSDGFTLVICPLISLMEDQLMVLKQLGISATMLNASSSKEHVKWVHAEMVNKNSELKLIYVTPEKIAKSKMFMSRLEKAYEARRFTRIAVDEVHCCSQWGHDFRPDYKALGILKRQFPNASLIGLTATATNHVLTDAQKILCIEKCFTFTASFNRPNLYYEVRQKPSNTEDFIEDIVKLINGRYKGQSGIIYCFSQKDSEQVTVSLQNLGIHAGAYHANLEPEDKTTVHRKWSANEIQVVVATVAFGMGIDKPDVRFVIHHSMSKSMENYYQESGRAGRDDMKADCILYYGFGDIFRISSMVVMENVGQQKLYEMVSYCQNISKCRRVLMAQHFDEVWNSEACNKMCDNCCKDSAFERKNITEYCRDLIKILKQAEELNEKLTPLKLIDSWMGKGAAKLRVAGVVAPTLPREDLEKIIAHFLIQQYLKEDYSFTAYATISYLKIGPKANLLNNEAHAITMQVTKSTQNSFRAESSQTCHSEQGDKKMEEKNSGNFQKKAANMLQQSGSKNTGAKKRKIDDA
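RECQ1T1 50 nM; forked duplex (20 bp + 30-nt ss tails) 200 nM, ATP 2 mM final; pH 8.0, 2 mM MgCl2, 2.5 ug/ml poly(dI-dC); 15 min compound preincubation; discontinuous kinetic read over 2 h at RT.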
Epigenetic reg = regulators of epigenetic silencing causing reporter derepression in mouse cells | murine LDR cells, GFP reporter derepression, 30 h | Potency, µM (series often up to 53.9 µM), inactives show at the highest dose GFP activation, hits mostly activators | hit rate 0.2% among 280,000 | AID 1865; note: % of control where 0% means no effect; nearly all actives have a fitted effect of over 60% in size
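Reporter derepression read as number of fluorescent GFP-positive objects, 20-120 um in size, counted by laser-scanning cytometer. Mouse LDR line with an epigenetically silenced CMV-GFP locus; compound incubation 30 h, 37 C.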
JMJD2E inh = inhibitors of human JMJD2E histone demethylase; B2RXH2; JMJD2E catalytic domain, FDH-coupled NADH fluorescence (FDH is formaldehyde dehydrogenase); Potency, µM (titrated, usually from 57.1 µM), for inactives: at the top dose activity change, negative = inhibition, hits mostly inhibitors; hit rate 1.6% among 230,000; active = well fitted inhibition curve with a large enough effect, not every such curve was filed as active; inconclusive = small, poorly fitted or top-dose-only effect, or another doubt; inactive = no such curve, though single readings can be large or run the other way;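 note: 0% = wells with enzyme and -100% = buffer wells without enzyme; nearly all actives have a fitted effect of over 50% in size; many of its hits are not listed in these tables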
An asterisk follows results filed as active; i = inactive; ? = inconclusive; . = no result given; & = joins results of further samples; [ ] = dose if it differs, or a comment. Unless noted, calls come from the whole dose curve; as a rule, active = well fitted curve in the direction sought with a large enough effect; inconclusive = small, poorly fitted or top-dose-only effect, or another doubt; inactive = no such curve, though single readings can be large; an effect the other way counts as inactive or inconclusive. Potency is the fitted concentration of half-maximal effect.

The first eight compounds, ahead of the listing:
Values in the order: Luc counter | NPSR antagonist | RGS12 GoLoco inh | IMPase Li inh | SMN2 splice up | RECQ1 inh | Epigenetic reg | JMJD2E inh
Cc1ccc(C2=NN(S(=O)(=O)c3ccccc3)C(c3ccccc3O)C2)cc1 (stereo not given)
  0% | -52% | 230%[activator] | 9% | 2% | -18% | ? | 1%
CC(=O)Nc1ccc(NC(=O)Cn2c(=O)n(-c3ccccc3)c(=O)c3oc4ccccc4c32)cc1
  3% | -36% | 1% | -4% | 23% | -4% | 1.3% | 3%
c1ccc(-c2noc(CSc3nnc(Cc4cccs4)n3-c3ccccc3)n2)cc1
  2% | -16%[46.1 µM] | -10% | 12% | -10% | -6% | 0.0% | 2%
CCC(C)(C)NC(=O)CN(CCc1cccc(C)c1)C(=O)c1csnn1
  1% | 0% | -16% | 3% | -13% | i | -2.3% | 2%
C/C(=N\Nc1ccc([N+](=O)[O-])cc1)c1ccc(-n2nncc2C)cc1
  0% | -7% | 3% | 18% | -12% | -6% | -3.2% | -3%
CC(=O)/C(N=Nc1nc2c([nH]1)c(=O)n(C)c(=O)n2C)=C(\C)O
  . | 12% | 1% | . | . | -14% | -0.5% | -8%
Cc1ccc(OCC(=O)NNC(=O)C2CCN(c3nccc(C)n3)CC2)cc1
  2% | 0%[46.1 µM] | 0% | 6%[38.3 µM] | 2% | 0% | -0.9% | ?
CCOC(=O)C(NC(C)=O)C(=O)Nc1ccc(C)cc1C (stereo not given)
  -2% | 8% | 36%[activator] | 2% | -13% | i | -0.9%[10.1 µM] | -1%

The list itself, previewed entries included:
Values in the order: Luc counter | NPSR antagonist | RGS12 GoLoco inh | IMPase Li inh | SMN2 splice up | RECQ1 inh | Epigenetic reg | JMJD2E inh
Cc1ccc(C2=NN(S(=O)(=O)c3ccccc3)C(c3ccccc3O)C2)cc1 (stereo not given)
  0% | -52% | 230%[activator] | 9% | 2% | -18% | ? | 1%
CC(=O)Nc1ccc(NC(=O)Cn2c(=O)n(-c3ccccc3)c(=O)c3oc4ccccc4c32)cc1
  3% | -36% | 1% | -4% | 23% | -4% | 1.3% | 3%
c1ccc(-c2noc(CSc3nnc(Cc4cccs4)n3-c3ccccc3)n2)cc1
  2% | -16%[46.1 µM] | -10% | 12% | -10% | -6% | 0.0% | 2%
CCC(C)(C)NC(=O)CN(CCc1cccc(C)c1)C(=O)c1csnn1
  1% | 0% | -16% | 3% | -13% | i | -2.3% | 2%
C/C(=N\Nc1ccc([N+](=O)[O-])cc1)c1ccc(-n2nncc2C)cc1
  0% | -7% | 3% | 18% | -12% | -6% | -3.2% | -3%
CC(=O)/C(N=Nc1nc2c([nH]1)c(=O)n(C)c(=O)n2C)=C(\C)O
  . | 12% | 1% | . | . | -14% | -0.5% | -8%
Cc1ccc(OCC(=O)NNC(=O)C2CCN(c3nccc(C)n3)CC2)cc1
  2% | 0%[46.1 µM] | 0% | 6%[38.3 µM] | 2% | 0% | -0.9% | ?
CCOC(=O)C(NC(C)=O)C(=O)Nc1ccc(C)cc1C (stereo not given)
  -2% | 8% | 36%[activator] | 2% | -13% | i | -0.9%[10.1 µM] | -1%
CN1CCC[C@@H]1CCO[C@](C)(c1ccccc1)c1ccc(Cl)cc1
  3% | . | 11% | 33%&11% | -2%[20.6 µM] | -3%[25.9 µM] | 3.5% | 1%
CC1CC(C)CN(C(=O)Cn2c(SCC(=O)N3CCc4ccccc4C3)nc3ccccc32)C1 (stereo not given)
  -1% | -16%[46.1 µM] | -5% | 0% | 2% | i | -2.0% | -5%
COc1ccc(OCC(=O)OCC(=O)Nc2ccc(S(=O)(=O)N3CCCCC3)cc2)cc1
  18% | -7%[46.1 µM] | 13% | 25%[38.3 µM] | 27% | i | -0.1% | -5%
COc1ccc(-c2nnc(Nc3ccc(S(=O)(=O)Nc4nccs4)cc3)c3ccccc23)cc1
  4% | 1% | 3% | -3% | -20% | ? | 2.6% | ?
Cc1cc(CSc2ccccc2)ccc1NC(=O)COc1ccccc1
  -2% | -17%[46.1 µM] | 4% | 18%[38.3 µM] | -29% | ? | -1.2% | 9%
COc1ccc2c(c1)C(C)=CC(C)(C)N2C(=O)CN1C(=O)CCC1=O
  0% | 12%[46.1 µM] | -1% | 0% | -9% | -3% | -1.0% | 3%
O=C(Nc1ccc(S(=O)(=O)N2CCOCC2)cc1)c1ccc(=O)[nH]c1
  . | -29% | 11% | . | . | -7% | 3.0% | -10%
CCOP(=O)(Nc1ccc2oc(=O)c3ccccc3c2c1)OCC
  . | 8% | -6% | . | . | 0% | 0.0% | ?
O=C(C1CCCO1)N1CCN(C(=S)Nc2ccc(Cl)cc2)CC1 (stereo not given)
  1% | -1% | 2% | -2% | -27% | -6% | 2.5% | 7%
CC(=O)n1nc(-c2ccccc2)nc1NCc1ccc(F)cc1
  0% | -20%[46.1 µM] | -4% | 7%[38.3 µM] | 16% | i | 0.0% | -4%
C#CC[N+](C)(C)CC#Cc1ccc(Cl)cc1
  1% | 14% | 4% | -2% | -1% | 1% | 0.0% | -7%
O=C(CCc1ccccc1)Nc1ccccc1[N+](=O)[O-]
  . | 0%[46.1 µM] | . | . | . | -7% | 1.8% | -5%
COc1ccc(CN(C(=O)c2ccc(-c3ccccc3)[nH]2)C(C(=O)NCC2CCCO2)c2ccc(C)o2)cc1 (stereo not given)
  -1% | ? | 11% | 2%[38.3 µM] | -16% | 25µM* | -0.9% | ?
Cc1nc(-c2ccc3c(c2)CCC(=O)N3)cs1
  . | -33% | 7% | . | . | -4% | 0.1% | 5%
Cc1ccc(CNC(=O)CSc2ccc(-c3ccco3)nn2)cc1
  1% | 13% | -10% | 0% | 3% | -2% | 0.0% | ?
COc1cccc(-c2csc(N3CCN(C(=O)Nc4ccccc4OC)CC3)n2)c1
  1% | -3%[46.1 µM] | 5% | 7% | -13% | -7% | -2.0% | -6%
CCOc1ccc(CC(=O)Nc2ccc(S(=O)(=O)Nc3cc(C)on3)cc2)cc1OCC
  -3% | -12%[46.1 µM] | 6% | 7%[38.3 µM] | 13% | -16% | 0.0% | 5%
O=C(NCCN1C(=O)S/C(=C\c2ccc(OC(F)F)cc2)C1=O)c1cnccn1
  -1% | -4% | 0% | 3% | -21% | -5% | 1.0% | -5%
Cc1ccc(-n2c(C)cc(/C([O-])=C(/C(=S)Nc3ccc(F)c(Cl)c3)[n+]3ccccc3)c2C)cc1
  -1% | -16%[46.1 µM] | i | 35%[activator][38.3 µM] | -11% | -27% | -5.9% | -19%
COc1cc(C(=O)NCc2ccccc2)ccc1OC(F)F
  . | -12%[46.1 µM] | . | . | . | -6% | 0.1% | 10%
Cc1cc(C)c(S(=O)(=O)n2ccc(-c3ccc(OCCN(C)c4ccccn4)cc3)n2)c(C)c1
  5% | -13%[46.1 µM] | 3% | -1%[38.3 µM] | -18% | -5% | 3.7% | -1%
CCOc1ccc(-n2cnc3scc(-c4ccc(OC)c(OC)c4)c3c2=O)cc1
  -1% | 56% | 0% | 5% | . | -8% | 3.2% | -4%
CC(C)n1c(O)c(N=NC(=O)CNC(=O)CCc2ccccc2)c2ccccc21
  . | -28% | 7% | . | . | 3% | -1.0% | 3%
O=C(Nc1ccc(CN2CCCCC2)cc1)c1ccc2c(c1)OCO2
  0% | 7%[46.1 µM] | -8% | 37%[activator][38.3 µM] | 8% | 8% | 0.0% | 11%
O=C(Nc1cc(S(=O)(=O)N2CCOCC2)ccc1N1CCOCC1)c1cn2ccccc2n1
  9% | -20% | 8% | -3% | -27% | -10% | 1.4% | -16%
COC(=O)c1ccc(N2CCN(C(C)=O)CC2)c(NC(=O)COc2ccccc2C)c1
  0% | 19% | 9% | 12% | . | 1% | -6.0% | -6%
COc1ccc(C2COc3c(ccc(O)c3OC)C2)c(OC)c1O (stereo not given)
  -4% | . | -1% | 11% | 7% | -7% | 1.3% | 0%
COCCNc1nc(CSc2ccccc2)nc2sc(C)c(C)c12
  . | -21%[46.1 µM] | . | . | . | -19% | -0.9% | -9%
O=C(CN1CCCCC1)Nc1c2c(nc3ccccc13)N(c1ccccc1)CC2
  2% | 7.9µM* | -5% | ? | -1% | i | 9.8% | ?
Cc1cc(=O)c2cc(Br)ccc2n1CC(=O)NCc1ccccc1
  . | -24% | -4% | . | . | -2% | -1.0% | 0%
COc1ccc(Cl)cc1C(=O)NC(=S)Nc1cc(-c2nc3ccccc3[nH]2)ccc1C
  -8% | ? | -11% | 3%[38.3 µM] | -28% | -6% | -0.9% | ?
C=CCn1c(COc2ccccc2)nnc1SCC(=O)NCC(=O)OCC
  0% | 1%[46.1 µM] | 3% | -6%[38.3 µM] | -4% | -6% | 0.0% | 7%
CCOC(=O)c1ccc(NC(=O)C2CCC(CNc3c(N4CCOCC4)c(=O)c3=O)CC2)cc1 (stereo not given)
  . | 10% | -4% | . | . | -7% | -7.1% | 10%
N#CC1(c2ccccc2)CCCN1C(=O)c1ccc(Br)o1 (stereo not given)
  -5% | -20%[7.67 µM] | 6% | ? | 5% | -6% | 4.1% | -2%
NC(=O)C1(N2CCCCC2)CCN(Cc2ccc(F)cc2)CC1
  -1% | -17%[46.1 µM] | -4% | 19%[38.3 µM] | 3% | -9% | -4.7% | 2%
COC(=O)NC1C=CCCC1C(C)=O (stereo not given)
  1% | . | -3% | 3% | -1% | -2% | -0.3% | 6%
CCN(CC)S(=O)(=O)c1ccc(-c2nnco2)cc1
  3% | -6%[46.1 µM] | -5% | 2% | -16% | -7% | -0.8% | 6%
CNC(=O)CN(C)S(=O)(=O)c1ccc(OC)c(Cl)c1
  2% | 2%[46.1 µM] | -5% | 20%[38.3 µM] | 32% | -4% | 0.0% | 5%
C#CCOC(=O)Nc1ccc(OCC(F)(F)F)nc1
  . | -18% | 4% | . | . | -6% | 1.3% | -2%
O=C(COC(=O)CC(c1ccccc1)c1ccccc1)Nc1c(F)cccc1F
  0% | -36% | 8% | 9% | 3% | -6% | 1.1% | 1%
NS(=O)(=O)c1cccc(NC(=O)CN2CCCc3ccccc32)c1
  0% | -2% | 4% | 2% | -8% | i | 0.8% | -2%
Cc1cc(Cl)ccc1OCc1nc(-c2ccncc2)no1
  1% | -8% | 8% | 10% | 13µM* | i | -4.8% | 5%

The list is partial; count on the stated rates, not on these rows.
